Compound activity deposited in PubChem by National Center for Advancing Translational Sciences (NCATS).
TDP1 cell noCPT = qHTS for Inhibitors of human tyrosyl-DNA phosphodiesterase 1 (TDP1): qHTS in cells in absence of CPT; DT40 Tdp1-/- hTDP1 cells, no CPT, ATP luminescence, 48 h; Potency, µM (doses to about 46.2 µM), inactives show at the top dose activity change, negative = growth inhibition, hits mostly inhibitors; actives 15% (n = 420,000); AID 686978, 2013; further: nearly all actives have a fitted effect of over 55% in size
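Seeded 400 DT40-hTDP1 cells/well (vehicle DMSO, no 20 nM CPT); pinned compounds; ≥48 hr at 37 °C; CellTiter-Glo luminescence as viability measure.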
TDP1 inh = inhibitors of human tyrosyl-DNA phosphodiesterase TDP1; Q9NUW8; recombinant TDP1, AlphaScreen DNA substrate cleavage; Potency, µM (top dose mostly 130 µM), without a hit: at the top dose activity change, negative = inhibition, hits mostly inhibitors; actives 0.28% (n = 350,000); further: nearly all actives have a fitted effect of over 40% in size
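Compounds were preincubated with Tdp1 (1 nM final) for 15 min at room temperature before substrate (15 nM final) started a 5 min reaction; beads (10 ug/ml final) were then added for 10 min before AlphaScreen detection.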
GCN5L2 inh = GCN5L2 (KAT2A) acetyltransferase inhibition | GCN5L2 HAT assay, ThioGlo1 CoA-SH fluorescence | Potency, µM (highest dose often 58.9 µM), without a hit: top-dose activity change, negative = inhibition, actives largely listed as inhibitors | actives 0.21% (n = 390,000)
Target sequence (Q92830 whole entry, looked up): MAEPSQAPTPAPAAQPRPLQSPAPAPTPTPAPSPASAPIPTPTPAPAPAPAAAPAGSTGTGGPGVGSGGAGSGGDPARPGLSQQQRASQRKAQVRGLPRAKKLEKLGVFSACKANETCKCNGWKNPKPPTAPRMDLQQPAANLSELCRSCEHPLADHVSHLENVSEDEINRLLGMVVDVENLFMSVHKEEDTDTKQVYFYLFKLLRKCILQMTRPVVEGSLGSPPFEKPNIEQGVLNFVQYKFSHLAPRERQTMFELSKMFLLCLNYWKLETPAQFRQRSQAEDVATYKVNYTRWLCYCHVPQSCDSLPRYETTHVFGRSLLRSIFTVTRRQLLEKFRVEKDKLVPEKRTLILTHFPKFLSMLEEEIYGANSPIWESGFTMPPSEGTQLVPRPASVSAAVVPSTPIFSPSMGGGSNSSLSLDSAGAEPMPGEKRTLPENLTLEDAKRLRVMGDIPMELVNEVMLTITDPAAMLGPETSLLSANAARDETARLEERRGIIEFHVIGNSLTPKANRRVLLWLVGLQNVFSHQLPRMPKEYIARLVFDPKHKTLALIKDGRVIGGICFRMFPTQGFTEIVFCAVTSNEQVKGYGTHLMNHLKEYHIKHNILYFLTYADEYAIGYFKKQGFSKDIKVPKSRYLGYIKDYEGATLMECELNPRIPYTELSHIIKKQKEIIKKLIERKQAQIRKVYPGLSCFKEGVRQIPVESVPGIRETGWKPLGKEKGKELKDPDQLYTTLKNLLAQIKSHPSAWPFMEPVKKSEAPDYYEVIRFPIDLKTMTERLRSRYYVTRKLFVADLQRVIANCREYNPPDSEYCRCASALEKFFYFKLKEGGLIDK
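Preincubate 20nM GCN5L2 with compound 15 min, RT → add 50uM ThioGlo1 + 75uM H3(1-25) + 70uM acetyl-CoA → read fluorescence 0 and 20 min. Primary qHTS; fluorescent artifacts likely.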
* = called active by the depositor; ? = inconclusive; / = not tested or not shown; & = joins results of further samples; [ ] = remark or other dose. The call rests on the fitted dose curve; in most records, active means well fitted curve in the direction sought with a large enough effect; inconclusive means small, poorly fitted or top-dose-only effect, or another doubt; inactive means no such curve, though single readings can be large; an effect the other way counts as inactive or inconclusive. On the % scale 0 is the no-effect control and ±100 the full control effect; potency means the concentration at half of the fitted maximal effect.

#1 CC(NC(=O)CSc1n[nH]c(=O)[nH]c1=O)C1CC2CCC1C2 (stereo unspecified)
#2 CC(C)c1ccc(C(=O)COC(=O)C(O)c2ccccc2)cc1 (stereo unspecified)
#3 C[C@@H]1CCCCCCCCCCC1=O
#4 CCOC(=O)C1=C(CN2CCN(c3cc(C)ccc3C)CC2)NC(=O)NC1c1ccccc1 (stereo unspecified)
#5 O=C(Nc1ccc2oc(-c3ccncc3)nc2c1)c1ccc2c(c1)OCO2
#6 CCc1ccccc1N1CC(c2nnc(NC(=O)c3ccco3)s2)CC1=O (stereo unspecified)
Screen / compound no.,1,2,3,4,5,6
TDP1 cell noCPT,0%,-21%,-3%,18µM*,-17%,-30%
TDP1 inh,4%,-2%,/,5%,/,5%
GCN5L2 inh,-1%,0%,3%,-12%,-1%,0%

#7 CCc1ccccc1NC(=O)Cn1nnc(C(=O)NCc2cccc(OC)c2)c1N
#8 CCOC(=O)C1CCCN(S(=O)(=O)c2cc(-c3onc(C)c3C)ccc2OC)C1 (stereo unspecified)
#9 Cc1ccc(NC(=O)c2cnc(SCC(=O)N3CCOCC3)n(C)c2=O)cc1
#10 Cc1ccccc1-n1c(O)c(C=NC2CCS(=O)(=O)C2)c2ccccc2c1=O (stereo unspecified)
#11 N#Cc1c(NC(=O)C(=O)NCCCN2CCOCC2)sc2c1CCC2
#12 CCOC(=O)C1(C)Oc2cccnc2NC1=O (stereo unspecified)
Screen / compound no.,7,8,9,10,11,12
TDP1 cell noCPT,?,?,-23%,?,10%,-13%
TDP1 inh,-5%&4%,3%,3%,/,4%,3%
GCN5L2 inh,-9%&24%,25%,-4%,-6%,-19%,-15%

#13 CN(Cc1ccccc1Cl)C(=O)C1CCC(=O)N(C2CCCCCC2)C1 (stereo unspecified)
#14 O=C(NCc1ccco1)c1cc2sccc2n1Cc1ccccc1
#15 COc1ccc(OCC(=O)Nc2ccc3oc(=O)ccc3c2)cc1
#16 Cc1ccc(NC(=O)CCN2CCC(C(N)=O)CC2)cc1
#17 COc1ccc(CCNc2nc(-c3ccncc3)cs2)cc1OC
#18 CCOC(=O)N1CCN(c2nc(-c3ccc(Cl)cc3)cs2)CC1
Screen / compound no.,13,14,15,16,17,18
TDP1 cell noCPT,?,-21%,8%,-12%,?,?
TDP1 inh,/,7%,6%,/,/,-3%
GCN5L2 inh,-7%,-9%,3%,-2%,29%,-13%

#19 COc1ccc2cc(-c3ccn[nH]3)ccc2c1
#20 CC(=O)c1ccc(-c2ccc(C(=O)NCC(c3ccc(F)cc3)N3CCOCC3)o2)cc1 (stereo unspecified)
#21 COc1ccc(Cl)cc1NC(=O)CN1CCC(n2nnc3ccccc32)CC1
#22 CCN1C(=O)/C(=C/c2ccc(C)o2)N(C)C1=S
#23 COc1ccc(OCC(=O)N2CCN(C(=O)c3ccco3)CC2)cc1
#24 CCOc1ccc(-n2c(=O)cc(N3CCN(c4ccc(F)cc4)CC3)[nH]c2=O)cc1
Screen / compound no.,19,20,21,22,23,24
TDP1 cell noCPT,-20%,?,?,4%,0%,-6%
TDP1 inh,/,2%,7%[56.1 µM],-3%,-4%,-14%
GCN5L2 inh,-6%,-1%,-3%,34%[activator],1%,-2%

#25 CC(C)CN(C1CCS(=O)(=O)C1)S(=O)(=O)c1ccc(C(C)C)cc1 (stereo unspecified)
#26 Cc1nc2c(C(=O)NCCC(C)C)cnn2c(C)c1Cc1c(F)cccc1Cl
#27 COc1cc2c(cc1OC)C(c1ccc(-c3cc(Cl)ccc3Cl)o1)=NCC2
#28 CC(C)CN(CC(C)C)C(=O)C12CCC(C)(C(=O)O1)C2(C)C (stereo unspecified)
#29 C=CCNc1nnc(-c2ccncc2)s1
#30 CCc1ccc(NC(=O)C2CCN(S(=O)(=O)c3cccc(-c4noc(C)n4)c3)CC2)cc1
Screen / compound no.,25,26,27,28,29,30
TDP1 cell noCPT,?,23µM*,1.6µM*,-12%,-3%,15µM*
TDP1 inh,-3%,0%,-9%,5%,0%,0%
GCN5L2 inh,1%,6%,-3%,1%,-1%,-1%

#31 COC(=O)c1ccccc1NC(=O)CSc1nc(-c2ccccc2)cc(C(F)(F)F)n1
#32 CC(C)(C)c1ccc(OCc2ccc(C(=O)NN)o2)cc1
#33 CCOC(=O)[C@H]1[C@H]2COc3ccc(Br)cc3[C@@H]2N2C(=O)CN(Cc3ccccc3)C(=O)[C@@]12C
#34 O=c1[nH]c(CN2CCCCC2)nc2c1C1(CCCCC1)Cc1ccccc1-2
#35 O=C(O)Cc1sc(N/N=C\c2ccccc2)nc1-c1ccccc1
#36 CC1(C)CC(=O)C(C=NCCN2CCNCC2)=C(O)C1
Screen / compound no.,31,32,33,34,35,36
TDP1 cell noCPT,?,?,26µM*,13µM*,23µM*,?
TDP1 inh,-2%,2%,0%,9%,8%,8%
GCN5L2 inh,-4%,-9%,-2%,-3%,-26%,-6%

#37 CCN(C(=O)Cc1c(C(=O)O)n(C)c2ccccc12)c1cc(OC)ccc1OC
#38 COc1cccc(CNC(=O)CCNS(=O)(=O)c2ccc3c(c2)oc(=O)n3C)c1
#39 COc1cccc(NC(=O)NCc2ccccc2F)c1
#40 CCCC(C)NC(=S)NC(=O)c1cc(S(=O)(=O)N2CCOCC2)ccc1C (stereo unspecified)
#41 O=c1c2c(nc3nc(CCc4ccccc4)[nH]n13)CCC2
#42 CCc1nc2c(sc3nc4c(cc32)COC(C)(C)C4)c(=O)n1CCN(CC)CC
Screen / compound no.,37,38,39,40,41,42
TDP1 cell noCPT,12%,-16%&-26%,-21%,13µM*,-30%,?
TDP1 inh,/,3%&1%,0%,3%,2%,0%
GCN5L2 inh,-8%,-4%&-6%,2%,0%,-1%,-5%

#43 CC(C)Cc1nnc(NC(=O)CCC(=O)N2CCN(c3ccc([N+](=O)[O-])cc3)CC2)s1
#44 COc1ccc2nc(NC(=O)C3CCN(C(=O)c4ccc(F)cc4)CC3)sc2c1
#45 O=C(COC(=O)c1cc(Cl)ccc1[N+](=O)[O-])NC1CC1
#46 O=C(CC(c1ccccc1)(c1ccccc1)c1ccccc1)N[C@@H](Cc1ccc(O)cc1)C(=O)O
#47 Cc1ccc(C(=O)OCC(=O)NCCc2ccc(F)cc2)cc1S(=O)(=O)N1CCOCC1
#48 Cn1c(=O)c2ncn(CC(=O)NC3CCCCCC3)c2n(C)c1=O
Screen / compound no.,43,44,45,46,47,48
TDP1 cell noCPT,18µM*,?,5%,13%,1%,-27%
TDP1 inh,3%,3%,2%,3%,-7%,-5%
GCN5L2 inh,-4%,-3%,0%,-6%,-1%,-20%

#49 O=[N+]([O-])c1ccc(-c2nn(-c3ccccc3)cc2/C=N/n2c(-c3cccs3)n[nH]c2=S)cc1
#50 O=C(COc1ccccc1)Nc1ccc(Cl)c(-c2nc3ncccc3o2)c1
#51 O=C(c1ccc(F)cc1F)N1CCCc2ccccc21
#52 O=C(Cc1ccccc1)Nc1ccccc1N1CCN(c2ccccc2)CC1
#53 COc1ccc(CC(=S)N2CCOCC2)cc1F
#54 O=C1CCCC2CCCCN12 (stereo unspecified)
Screen / compound no.,49,50,51,52,53,54
TDP1 cell noCPT,-17%,-12%,?,?,-12%,/
TDP1 inh,/,/,/,10%,3%,6%[373 µM]
GCN5L2 inh,4%,-3%,-18%,-2%,-2%,12%[186 µM]

Next part; it opens with the 2 that closed the last part.
#53 COc1ccc(CC(=S)N2CCOCC2)cc1F
#54 O=C1CCCC2CCCCN12 (stereo unspecified)
#55 CCOc1ccc2nc(NS(=O)(=O)c3ccc4c(c3)n(C)c(=O)n4C)sc2c1
#56 Cc1cc(-n2c(C)cc(C(=O)CSc3nnnn3-c3ccccc3)c2C)no1
#57 c1ccc2c(CN3CCOCC3)csc2c1
#58 COc1cc(NC(=O)c2ccccc2-n2cnnn2)cc(OC)c1
#59 O=C(Nc1ccc(O)cc1)c1cccc(Oc2ccc([N+](=O)[O-])cc2)c1
#60 C=CCn1c(C(CC)CC(C)(C)O)n[nH]c1=S (stereo unspecified)
Screen / compound no.,53,54,55,56,57,58,59,60
TDP1 cell noCPT,-12%,/,-10%,?,-1%,-19%,18µM*,0%
TDP1 inh,3%,6%[373 µM],2%,0%,4%,-2%,-8%,-5%
GCN5L2 inh,-2%,12%[186 µM],0%,-7%,4%,-2%,0%,1%

#61 Cn1cnnc1SCc1nc(N)nc(Nc2ccccc2)n1
#62 COc1ccccc1CNC(=O)COC(=O)c1cccc(S(=O)(=O)N2CCOCC2)c1
#63 C[C@H](CO)N1C[C@H](C)[C@@H](CN(C)S(=O)(=O)c2ccccc2)Oc2ccc(NC(=O)Nc3ccc4c(c3)OCO4)cc2C1=O
#64 O=C(c1ccc(S(=O)(=O)N2CCc3ccccc3C2)cc1)N1CCCCC1
#65 c1ccc2c(CSc3ncnc4nc[nH]c34)cccc2c1
#66 CCOC(=O)Cc1csc(NC(=O)CSc2nncn2C)n1
Screen / compound no.,61,62,63,64,65,66
TDP1 cell noCPT,-3%,-3%,?,26µM*,?,?
TDP1 inh,2%,/,4%,-5%,10%,-2%[56.1 µM]
GCN5L2 inh,-4%,-3%,-8%,-5%,-11%,-2%

#67 O=C(Nc1cc(N2CCOCC2)ncn1)NC1(C(F)(F)F)Oc2ccccc2O1
#68 CCOC(=O)C1=C(C)NC(C)=C(C(=O)OCC)C1c1cccs1
#69 NC(=O)C1CCN(c2nc(-c3ccccc3)nc3c2oc2ccccc23)CC1
#70 COc1cc(OC)c(OC)cc1CN1CCN(Cc2cccc(F)c2)CC1
#71 O=C(Nc1ccc(Nc2ccccc2)cc1)c1cc([N+](=O)[O-])ccc1Cl
#72 CC(=O)c1c(C)[nH]c(C(=O)OCC(=O)Nc2ccc3[nH]c(=O)[nH]c3c2)c1C
Screen / compound no.,67,68,69,70,71,72
TDP1 cell noCPT,?,23µM*,?,-3%,16µM*,4%
TDP1 inh,2%,2%,-2%,/,10%,-6%[0.505 µM]
GCN5L2 inh,0%,-1%,-3%,-2%,-21%,1%

#73 O=C(Cn1ncc2c3ccccc3n(Cc3ccccc3)c2c1=O)Nc1ccccc1C(F)(F)F
#74 Cc1c(NC(=O)C2CCN(S(=O)(=O)c3ccc(Cl)cc3)CC2)c(=O)n(-c2ccccc2)n1C
#75 Cc1cc(OCC(=O)NCC(O)c2ccccc2)c2c(C)c(C)c(=O)oc2c1 (stereo unspecified)
#76 CCc1nn(C)c(-c2n[nH]c(=S)n2N)c1Cl
#77 COc1cc2c3c(c1)/C(=C1/SC(NC(C)=O)=NC1=O)C(=O)N3C(C)(C)C=C2C
#78 Cc1cc(NS(=O)(=O)c2ccc(NC(=O)C(CC(C)C)N3C(=O)c4ccccc4C3=O)cc2)nc(C)n1 (stereo unspecified)
Screen / compound no.,73,74,75,76,77,78
TDP1 cell noCPT,?,-11%,-21%,0%,2%,-16%
TDP1 inh,5%,-4%,2%,1%,7%,5%
GCN5L2 inh,1%,-10%,-13%,38%[activator],-1%,-4%

#79 CCN1CCC(N2CCN(c3ccc(Cl)cc3)CC2)CC1
#80 Cc1nn(-c2ccccc2)c2nc(C(F)(F)F)[nH]c(=O)c12
#81 CCOC(=O)c1ccc(Nc2ncccc2[N+](=O)[O-])cc1
#82 O=C(Nc1cccnc1)c1cc(-c2cccnc2)nc2ccc(Br)cc12
#83 Cc1cc(NC(=O)CSc2nc3ccccc3c(=O)n2C(C)c2ccccc2)no1 (stereo unspecified)
#84 Cc1ccc(SCCNC(=S)Nc2ccc(C)cc2C)cc1
Screen / compound no.,79,80,81,82,83,84
TDP1 cell noCPT,-19%,?,?,?,?,3%
TDP1 inh,/,4%,6%,0%,3%,5%
GCN5L2 inh,-10%,2%,-5%,2%,-10%,-2%

#85 O=C(NNC1CC(=O)N(c2ccc(Cl)cc2)C1=O)c1ccccn1 (stereo unspecified)
#86 Cc1ccc(C(=O)NCc2ccccc2)cc1NC(=O)c1nsc2ccccc12
#87 Cc1nc(CNC(=O)CC2C(=O)NCCN2Cc2ccoc2)nc2c1CCCC2 (stereo unspecified)
#88 NNc1ccc(Cl)nn1
#89 Cc1c(Cc2ccc3c(c2)OCO3)sc(NC(=O)c2cccc3ccccc23)c1C(N)=O
Screen / compound no.,85,86,87,88,89
TDP1 cell noCPT,3%,16µM*,4%,4%,?
TDP1 inh,8%,3%,/,0%,3%
GCN5L2 inh,-4%,-16%,1%,-6%,-23%

Whole records as entered above.
`O=C(NNC1CC(=O)N(c2ccc(Cl)cc2)C1=O)c1ccccn1` (stereo unspecified) is listed as TDP1 cell noCPT = 3%; TDP1 inh = 8%; GCN5L2 inh = -4%
`Cc1c(Cc2ccc3c(c2)OCO3)sc(NC(=O)c2cccc3ccccc23)c1C(N)=O` is listed as TDP1 cell noCPT = ?; TDP1 inh = 3%; GCN5L2 inh = -23%

The list is partial (hit frequency here may not be typical).
